Assay outcomes deposited in PubChem by The Scripps Research Institute Molecular Screening Center.
SIAE inh: human SIAE inhibitors, primary screen, biochemical, fluorescence polarization, FP-Rh probe, 1536-well HTS. Sialate O-acetylesterase (Homo sapiens), Q9HAT2. SIAE FP-Rh probe binding. inhibition, % at 9.66 µM. hit rate 0.69% among 370,000;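 active = inhibition above a cutoff: mean of compounds within the control limits plus 3 SD of those, cut at about 17% in these data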;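 note: 0% = plate median of compound wells and 100% = probe without SIAE protein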
UHRF1 binding: UHRF1 methylated DNA binding inhibitors, primary screen, counter-screen for MBD2 inhibitor project, biochemical, TR-FRET, human UHRF1, single concentration; inhibition, % at 4.4 µM; E3 ubiquitin-protein ligase UHRF1 (Homo sapiens), Q96T88; hit rate 0.75% among 370,000; UHRF1 binding to methylated oligo; in the data active = inhibition above about 21%;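 note: UHRF1 SRA domain binding a hemimethylated CpG hairpin DNA probe; 0% = median of test compound wells and 100% = reference inhibitor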
Target sequence (Q96T88 whole entry, looked up, the tested form may be a part): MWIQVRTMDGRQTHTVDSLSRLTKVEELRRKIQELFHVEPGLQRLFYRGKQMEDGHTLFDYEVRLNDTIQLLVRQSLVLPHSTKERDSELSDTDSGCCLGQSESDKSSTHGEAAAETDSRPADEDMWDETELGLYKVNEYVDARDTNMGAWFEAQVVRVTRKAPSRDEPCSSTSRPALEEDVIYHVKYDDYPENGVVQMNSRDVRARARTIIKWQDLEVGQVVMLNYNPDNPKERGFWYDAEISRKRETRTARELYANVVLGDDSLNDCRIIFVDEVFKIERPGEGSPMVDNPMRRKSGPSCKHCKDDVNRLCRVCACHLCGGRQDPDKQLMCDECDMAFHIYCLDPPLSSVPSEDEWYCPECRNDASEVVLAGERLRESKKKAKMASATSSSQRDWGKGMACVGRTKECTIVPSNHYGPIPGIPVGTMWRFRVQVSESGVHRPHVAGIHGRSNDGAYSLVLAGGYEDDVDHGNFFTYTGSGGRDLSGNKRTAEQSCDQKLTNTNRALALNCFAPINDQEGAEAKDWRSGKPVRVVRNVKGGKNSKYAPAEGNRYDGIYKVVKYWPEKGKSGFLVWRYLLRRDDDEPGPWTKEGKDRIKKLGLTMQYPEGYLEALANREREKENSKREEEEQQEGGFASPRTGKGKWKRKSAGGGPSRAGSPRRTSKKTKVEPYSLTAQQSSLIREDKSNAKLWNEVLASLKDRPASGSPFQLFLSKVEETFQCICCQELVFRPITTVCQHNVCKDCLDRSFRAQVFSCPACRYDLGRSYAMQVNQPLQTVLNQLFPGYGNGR
TCR-CD3 inh: inhibitors of human TCR-CD3 interaction, primary screen, biochemical, fluorescence, TAMRA-labeled TCR probe | AID 651800, 2012 | inhibition, % at 9.4 µM | hit rate 0.37% among 360,000 | T-cell receptor (TCR); in the data active = inhibition above about 19%;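 note: recombinant mutant TCR 2C K166C tagged with TAMRA read by polarization; 0% = receptor in buffer alone and 100% = receptor with positive control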
LEDGF integ inh: blockers of LEDGF/p75-dependent integrase strand transfer – biochemical, TR-FRET, high throughput, primary screen; HIV-1 integrase (with human LEDGF/p75); TR-FRET IN-LEDGF/p75 DNA integration, Eu/Cy5; inhibition, % at 3.7 µM; hit rate 0.64% among 370,000; AID 743269, 2014;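 active = inhibition above the screen-wide mean plus 3 SD, cut at about 13% in these data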;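 note: signal is the Cy5 over europium emission ratio at 671 and 618 nm; 0% = plate median of compound wells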
PRMT1 FP inh: PRMT1 methyltransferase inhibitors, primary screen, biochemical, fluorescence polarization | recombinant PRMT1, activity-based probe fluorescence polarization | AID 652257, 2013 | hit rate 1.3% among 370,000 | inhibition, % at 2.79 µM | Protein arginine N-methyltransferase 1 (Homo sapiens), Q99873;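 active = inhibition above about 21% made by adding two undisclosed values, limit read from the data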
Tn7 DDE FP: inhibitors of Tn7 peptide binding to fibrin DD(E), primary screen, biochemical, fluorescence polarization, human fibrin, Tn7 probe; Fibrinogen beta chain (Homo sapiens), P02675; FP displacement of FITC-Tn7 peptide from fibrin DD(E); 0% = median of compound wells per plate; inhibition, % at 8.3 µM; hit rate 0.13% among 370,000; AID 720508, 2013;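 active = inhibition above the mean of compounds falling within the control limits plus 3 SD of them, cut at about 14% in these data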;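 note: 0% = plate median of compound wells and 100% = 10 µM Aha-Tn7 peptide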
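Assay system: Human clot-derived fibrin DD(E) complex | Buffer or medium: Tris/NaCl/CaCl2 buffer, pH 7.8 | Repeats: One replicate per compound | Benchmarks: Aha-Tn7 high control | Measure: % inhibition scaled between sample-field median and high-control FP | Schedule: 10 min plus 3 h, room temperature | Signal: Fluorescence polarization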
HTRA1 inhibitor: HTRA1 serine protease inhibitors, primary screen, biochemical, fluorescence polarization, HTS | Q92743 | recombinant HTRA1, FP-rhodamine activity-based probe | inhibition, % at 5.96 µM | hit rate 0.5% among 340,000; in the data active = inhibition above about 36%;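 note: 0% = enzyme with DMSO and 100% = wells lacking enzyme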
mABHD4 FP: ABHD4 inhibitors, primary screen, biochemical, fluorescence polarization, mouse. (Lyso)-N-acylphosphatidylethanolamine lipase (Mus musculus), Q8VD66. purified mABHD4, FP-Rh probe fluorescence polarization. inhibition, % at 8.92 µM. hit rate 0.54% among 370,000. AID 720543, 2013;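 active = inhibition exceeding the mean over every tested compound plus 3 SD, cut at about 30% in these data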;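 note: 0% = plate median of compound wells and 100% = S159A mutant with DMSO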
Target sequence (Q8VD66 whole entry, looked up): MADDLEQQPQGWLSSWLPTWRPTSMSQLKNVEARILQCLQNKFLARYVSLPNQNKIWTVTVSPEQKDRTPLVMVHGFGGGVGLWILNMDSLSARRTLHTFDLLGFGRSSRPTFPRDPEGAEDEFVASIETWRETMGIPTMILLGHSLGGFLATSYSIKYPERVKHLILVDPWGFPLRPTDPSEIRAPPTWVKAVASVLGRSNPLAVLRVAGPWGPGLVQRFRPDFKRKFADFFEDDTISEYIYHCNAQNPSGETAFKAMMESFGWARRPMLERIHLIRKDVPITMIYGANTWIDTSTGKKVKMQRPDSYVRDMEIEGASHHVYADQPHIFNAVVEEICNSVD
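assay system = mABHD4 protein | compound dosing = single nominal dose of 8.92 µM, 0.89% DMSO final | read-out basis = percent inhibition of probe binding, normalized to plate controls | schedule = Enzyme–compound pre-incubation 45 min, then probe 60 min, both 25 °C | detection = fluorescence polarization, excitation 525 nm, emission 598 nm, BODIPY TMR filters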
PG9 binder: binders of HIV-1 gp120 antibody PG9, primary screen, biochemical, TR-FRET | TR-FRET gp120-PG9 antibody binding | HIV-1 gp120 / PG9 antibody interaction | hit rate 0.43% among 360,000 | inhibition, % at 6.7 µM | AID 624416, 2012; in the data active = inhibition above about 8.5%
TDP2 inh: human TDP2 enzyme inhibitors, primary screen, biochemical, epi absorbance, recombinant enzyme; Tyrosyl-DNA phosphodiesterase 2 (Homo sapiens), O95551; T5PNP hydrolysis, p-nitrophenol absorbance 415 nm; inhibition, % at 12.8 µM; hit rate 0.34% among 370,000; AID 720702, 2013;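 active = inhibition above the mean of all tested compounds plus 3 SD, set per campaign, cut at about 25% in these data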;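 note: 0% = DMSO with enzyme and 100% = buffer with substrate but no TDP2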
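test system = human TDP2 enzyme | input = TDP2 enzyme at 120 nM final | medium = 50 mM Tris-HCl pH 7.5 with Mg2+, KCl, DTT, BSA | also added = T5PNP substrate, 5 mM | times = 2 h at 37 °C | technique = epi absorbance | benchmarks = high control without enzyme, low control DMSO plus TDP2 | replication = each compound tested once, singlicate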
Active calls of the source: *; . = no result given.

smiles	SIAE inh	UHRF1 binding	TCR-CD3 inh	LEDGF integ inh	PRMT1 FP inh	Tn7 DDE FP	HTRA1 inhibitor	mABHD4 FP	PG9 binder	TDP2 inh
O=C(OCCN1CCOCC1)c1ccc(Cl)cc1Cl	2.9	0.3	-3.9	10.3	-4.9	0.1	5.4	-14.2	-3.4	-6.6
O=C(O)c1ccc(N=C2SCC(=O)N2Cc2ccccc2)cc1	-0.7	-2.1	4.0	3.3	-8.4	8.5	3.9	0.6	-0.2	9.6
CCOc1ccccc1C1C2CCCCC2(O)CCN1C(=O)c1cccs1 (configuration not stated)	12.0	-3.6	5.7	2.4	-4.0	0.0	-3.5	-2.0	-1.6	10.0
CCCC1CCC2(CCCN2CCOC(=O)Nc2ccccc2C)CC1 (configuration not stated)	-3.4	1.9	.	0.3	2.5	-2.0	.	2.4	.	1.6
CC(=O)Nc1ccc(S(=O)(=O)NNC2=NS(=O)(=O)c3ccccc32)cc1	4.4	-1.7	6.8	1.0	1.0	-2.8	3.6	0.2	-3.8	-4.9
C=CCSc1nnc(-c2cccc3ccccc23)o1	0.4	-1.5	3.6	-1.4	0.3	1.8	4.1	-0.3	-1.0	0.8
CCCCNC(=S)N(C)/N=C/c1ccc(F)cc1	-7.5	2.5	1.5	0.5	-1.1	4.4	-19.3	-5.5	-1.1	4.6
Cc1cc(Nc2c(C#N)c(N)nn2C)ccc1F	3.7	-1.8	5.3	0.2	-1.1	-5.9	4.5	6.6	-2.7	-3.0
CN(CC(=O)Nc1ccc(F)cc1)C(=O)COc1ccc([N+](=O)[O-])cc1Cl	-3.9	-1.5	-6.9	-1.4	3.3	1.9	-11.6	4.8	0.0	1.1
COC(=O)[C@]1(C)N[C@H](CN(C)S(=O)(=O)c2ccc(-c3ccccc3)cc2)[C@@H]2C(=O)N(C)C(=O)[C@@H]21	3.2	1.0	-3.8	6.2	1.1	-4.4	7.8	-0.8	-1.4	-0.9
CCN(CC(=O)Nc1ccc(NC(C)=O)cc1)C(=O)c1ccc2c(c1)S(=O)(=O)N=C1CCCCCN12	1.3	-2.3	-8.9	-1.1	3.6	-2.4	1.0	13.2	0.6	-2.0
Cn1c(Cn2c(=O)sc3ccccc32)nnc1SCC(=O)N1CCOCC1	-7.0	1.4	8.8	2.9	0.3	-2.7	1.7	-2.9	-1.2	-9.0

Next section:
smiles	SIAE inh	UHRF1 binding	TCR-CD3 inh	LEDGF integ inh	PRMT1 FP inh	Tn7 DDE FP	HTRA1 inhibitor	mABHD4 FP	PG9 binder	TDP2 inh
NCCNC[C@@H]1COC2(CCCCCCCCCCC2)O1	2.0	-0.4	2.1	7.5	0.4	-2.2	.	10.6	-4.1	0.2
CN(C)c1ccc(N2C(=NC(=O)CCc3ccccc3)SC3CS(=O)(=O)CC32)cc1 (configuration not stated)	6.8	-1.0	4.1	3.8	-2.4	-0.5	2.1	-2.7	1.1	-5.8
Cc1oc(-c2ccccc2F)nc1CS(=O)(=O)CC(=O)NCCCN1CCN(C)CC1	-11.6	2.4	-4.1	-0.2	0.7	-6.2	-1.5	1.0	-0.5	-1.1
C/C(=N\NC(=S)Nc1cccc(C)c1)c1ccccc1	7.2	-3.1	2.5	3.2	-2.0	5.4	-15.4	4.2	-0.5	7.3
Cc1sc2c(c1C)c(=O)n(-c1ccccc1)c(=O)n2CC(=O)NCC1CCCO1 (configuration not stated)	1.7	1.0	-3.0	-3.9	1.6	-1.5	0.8	7.0	0.6	7.8
O=C1NCCOC(=O)[C@H](Cc2ccc(F)cc2)CC/C=C/C[C@H]1CC(=O)N(CCO)Cc1ccccc1	6.8	-3.5	2.8	1.9	-0.6	2.2	5.2	0.7	1.1	4.8
CCCCc1c(C)nc2c(OC)cccc2c1SCC(=O)O	-1.6	-0.1	7.1	0.8	0.8	4.5	0.8	4.8	-1.2	3.1
Cc1ccc(C(=O)OCC(=O)Nc2c(C)n(C)n(-c3ccccc3)c2=O)cc1[N+](=O)[O-]	-3.1	-4.3	-1.0	2.6	0.0	-0.2	1.0	-3.0	-3.2	-11.2
Cc1nnc(SCC(=O)Nn2cnnc2)s1	-1.9	3.7	-3.6	0.3	-1.0	-4.5	4.9	-8.4	-0.8	-10.7
CC(C)Oc1ccc(C(=O)Nc2ccc(N3CCN(C(=O)c4ccco4)CC3)cc2)cc1	12.3	-1.0	-1.2	1.7	-3.4	-10.1	4.7	-5.1	-2.4	-13.4
OC(c1nc2ccccc2[nH]1)C(O)c1nc2ccccc2[nH]1 (configuration not stated)	4.0	-3.0	-3.1	0.6	-2.7	2.2	-1.1	-1.0	3.1	9.5
CCCSc1nnc(C(C)C)n1N	-3.6	5.9	-5.8	0.4	1.2	3.2	2.2	4.0	2.6	-8.9

Next part.
smiles	SIAE inh	UHRF1 binding	TCR-CD3 inh	LEDGF integ inh	PRMT1 FP inh	Tn7 DDE FP	HTRA1 inhibitor	mABHD4 FP	PG9 binder	TDP2 inh
COc1ccc(NC(=O)CCc2nnc3ccc(N4CCN(c5cccc(OC)c5)CC4)nn23)cc1	6.2	-0.2	4.4	-0.8	-0.1	-0.1	-0.6	-0.4	-3.5	17.4
CCC(=O)Nc1nonc1-c1nc2ccccc2n1Cc1ccccc1	-7.1	-1.6	7.5	-2.2	-2.4	-0.8	-12.6	6.0	0.8	-4.5
CCNS(=O)(=O)c1ccc(CCC(=O)Nc2ccccc2)cc1	1.7	2.4	5.7	-3.8	0.5	5.0	-1.9	-2.7	1.0	-9.0
COc1ccc([C@H]2N[C@]3(CCCN(Cc4ccc(C(F)(F)F)cc4)C3=O)[C@H]3C(=O)N(Cc4ccccc4)C(=O)[C@@H]23)cc1	-2.1	-1.9	-0.5	-2.2	0.2	16.6*	-56.8	-8.8	-0.7	-10.1
C=CCSc1nnc(-c2cccnc2)o1	-2.5	-0.8	4.2	1.6	-1.9	-2.3	4.4	-0.7	-1.4	-7.0
Cc1ccc2nc(C)cc(C(=O)OCC(=O)c3ccc(Cl)c([N+](=O)[O-])c3)c2c1	3.1	-3.0	-2.9	-1.6	1.7	0.5	-12.1	3.0	-2.2	0.9
O=C(Cc1cccs1)N/N=C/C(Br)=C/c1ccccc1	-0.2	-3.0	-2.6	1.1	-1.8	7.5	-12.8	0.0	-2.2	7.4
CN1C(=O)c2ccccc2C(C(=O)NCCCN2CCCC2=O)C1c1c[nH]c2ccccc12 (configuration not stated)	5.4	0.7	6.3	-0.2	-3.7	2.4	.	3.7	-0.7	-1.6
CC(=O)NC(c1cccs1)c1cc(Cl)c2ccccc2c1O (configuration not stated)	-2.4	-2.3	3.5	0.1	3.2	-1.8	-10.7	0.2	-0.6	5.2
CC(=O)N1CCN(C(=O)CNC(=O)c2cccs2)CC1	-9.1	2.3	3.9	3.4	-1.4	-4.0	0.4	2.9	-0.3	3.3
COc1ccc(N2CCN(CCCNC(=O)c3ccc(CS(=O)(=O)c4ccc(OC)cc4)o3)CC2)cc1	13.0	-3.6	-2.2	1.3	-4.2	-1.8	-3.0	-0.8	-3.9	10.8
CCCCCn1c(=O)[nH]c2cc(C(=O)NC3CCN(Cc4ccccc4)CC3)ccc2c1=O	5.1	1.8	-1.2	-6.1	2.3	0.5	-5.0	4.9	-0.1	0.9

(more compounds)
smiles	SIAE inh	UHRF1 binding	TCR-CD3 inh	LEDGF integ inh	PRMT1 FP inh	Tn7 DDE FP	HTRA1 inhibitor	mABHD4 FP	PG9 binder	TDP2 inh
COC(=O)CSc1nc2ccc(C)cc2[nH]1	-3.9	-0.3	-2.4	-0.9	-3.3	1.8	4.9	-3.1	0.3	-1.8
O=c1[nH]c(C2CCN(S(=O)(=O)c3ccccc3)CC2)nc2c1nnn2Cc1ccccc1	2.6	-1.0	-1.6	-4.4	0.3	4.2	-6.0	-1.0	0.2	-6.8
C=CCn1c(=O)c2c(nc3n2CC(C)CN3c2cccc(OC)c2)n(C)c1=O (configuration not stated)	4.1	-0.1	-7.5	-0.4	0.7	-3.1	-1.0	3.5	0.5	7.0
COc1cccc(CNC23CC4CC(CC(C4)C2)C3)c1OCc1ccccc1	-0.5	-0.8	3.0	2.5	-2.2	-3.1	-8.2	1.5	1.1	-8.6
CC(NC(=O)COc1ccc(/C=N/NC(=O)C(=O)Nc2ccccc2Br)cc1)c1ccccc1 (configuration not stated)	-8.9	0.8	-1.2	-0.1	-1.6	5.6	0.1	-1.0	0.1	-4.2
O=C(NCCS(=O)(=O)c1ccc(Br)cc1)c1ccc(Cl)cc1Cl	0.8	-1.1	-0.6	7.0	-3.1	1.4	5.2	-0.5	-0.8	-0.9
COc1ccc(CNC(=O)CC2C[C@H](C(=O)N3CCOCC3)[C@@]3(C)c4[nH]c5ccccc5c4CCN3C2=O)cc1OC (some centres not stated)	3.6	-1.0	-4.5	0.1	-4.1	-3.2	2.2	-1.1	1.8	-2.2
COCCCNC(=O)COc1ccc(-c2nccc(-c3ccccn3)n2)cc1	-3.8	-2.5	7.8	-3.2	0.1	3.0	4.1	-6.2	-3.7	-2.1
O=C1CC(N2CCN(Cc3ccc4c(c3)OCO4)CC2)C(=O)N1CCc1ccccc1 (configuration not stated)	3.3	1.7	3.4	2.8	1.8	5.1	-1.1	-1.5	-1.9	2.7
COc1cc(C(=O)NCC(=O)NNC(=O)C2COc3ccccc3O2)cc(OC)c1OC (configuration not stated)	5.2	0.6	-5.4	-0.3	-2.5	1.6	4.1	6.7	0.2	5.0
Cc1ccc(/C=N\NC(=O)CN2CCN(S(=O)(=O)c3ccc(Br)cc3)CC2)s1	1.0	1.8	.	-3.2	-2.4	9.4	.	1.1	.	-9.0
COc1ccccc1CC(=O)N(CCC1=CCCCC1)c1c(N)n(Cc2ccccc2)c(=O)[nH]c1=O	-2.4	3.4	-1.9	-0.8	-2.8	-5.2	-5.3	-0.3	-0.8	-9.0
CC(C)n1cnnc1SCC(=O)Nc1ccc(Br)cc1F	2.0	-0.4	1.5	-0.9	0.1	-4.0	3.7	2.6	0.7	15.9
O=C(Cc1ccccc1)Nn1c(O)c(/C=C2\C=Nc3ccccc32)sc1=S	0.9	-5.8	0.4	-0.1	-7.3	-4.8	-5.6	0.1	-6.1	-0.1
